Assay outcomes deposited in PubChem BioAssay by National Center for Advancing Translational Sciences (NCATS).
FEN1 inhibitor – human FEN1 inhibition. P39748. Potency, µM (highest dose often 114 µM), inactives show top-dose activity change, negative = inhibition, most hits filed as inhibitors. Recombinant FEN1 flap cleavage, fluorescence, 15 min. 390,000 compounds, 0.35% hits; also: nearly all actives have a fitted effect of over 65% in size
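Recombinant FEN1 (10 nM) was preincubated with pin-transferred compounds for 15 min at room temperature, then flap DNA substrate (50 nM final) was added. Plates were read at 0 and 15 min, and normalized concentration–response data were fitted to a four-parameter Hill equation.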
DT40 TDP1 CPT – growth inhibition of DT40 Tdp1-/-;hTDP1 cells with camptothecin (screen for TDP1 inhibitors); chicken DT40 Tdp1-/-;hTDP1 cells + 20 nM CPT, ATP luminescence, 48 h; AID 686979; 420,000 compounds, 12% hits; Potency, µM (top dose mostly 46.2 µM), for the others: at the top dose activity change, negative = growth inhibition, usual class: inhibitors; also: nearly all actives have a fitted effect of over 55% in size
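Chicken DT40 Tdp1-/- cells stably complemented with human TDP1 were seeded at 400 cells/well in medium containing 20 nM camptothecin, exposed to pin-transferred compounds, and grown at 37 °C for at least 48 hr. Viability was read as ATP luminescence.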
KAT2A inh – GCN5L2 (KAT2A) acetyltransferase inhibition. Potency, µM (highest dose often 58.9 µM), inactives show at the top dose activity change, negative = inhibition, hits mostly inhibitors. Q92830. 390,000 compounds, 0.21% hits. GCN5L2 HAT assay, ThioGlo1 CoA-SH fluorescence
Target sequence (Q92830 whole entry, looked up): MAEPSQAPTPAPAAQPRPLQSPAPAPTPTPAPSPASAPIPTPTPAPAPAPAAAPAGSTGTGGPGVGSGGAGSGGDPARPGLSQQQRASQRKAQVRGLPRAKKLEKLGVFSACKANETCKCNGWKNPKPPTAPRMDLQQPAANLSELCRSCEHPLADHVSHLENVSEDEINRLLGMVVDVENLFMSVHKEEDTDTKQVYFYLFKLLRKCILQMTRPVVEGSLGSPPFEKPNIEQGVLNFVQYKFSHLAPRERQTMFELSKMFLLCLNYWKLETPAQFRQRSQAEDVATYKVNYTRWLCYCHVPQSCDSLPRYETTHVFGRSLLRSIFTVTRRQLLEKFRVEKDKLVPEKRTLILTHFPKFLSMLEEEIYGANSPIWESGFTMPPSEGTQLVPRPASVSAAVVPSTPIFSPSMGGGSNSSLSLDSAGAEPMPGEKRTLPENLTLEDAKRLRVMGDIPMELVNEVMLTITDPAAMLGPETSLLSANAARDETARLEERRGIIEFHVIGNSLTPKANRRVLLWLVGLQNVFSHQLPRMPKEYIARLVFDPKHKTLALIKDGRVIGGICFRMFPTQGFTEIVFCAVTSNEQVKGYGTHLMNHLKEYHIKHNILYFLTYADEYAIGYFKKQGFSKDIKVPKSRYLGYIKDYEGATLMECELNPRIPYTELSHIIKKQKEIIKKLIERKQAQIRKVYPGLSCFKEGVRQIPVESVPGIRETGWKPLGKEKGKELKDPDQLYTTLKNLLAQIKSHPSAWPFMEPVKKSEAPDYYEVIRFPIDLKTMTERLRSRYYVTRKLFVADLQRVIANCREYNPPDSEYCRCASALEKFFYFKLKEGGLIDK
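Enzyme at 20nM final was mixed with library compounds for 15 min at room temperature. Peptide H3(1-25) at 75uM, acetyl-CoA at 70uM and ThioGlo1 at 50uM were then added. Plates were read immediately and after 20 min (Ex340nm/Em540nm).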
* hit, by the source's call; u = inconclusive; x = not tested or not shown; & = joins results of further samples. Calls follow the shape of the dose curve; as a rule, active = well fitted curve in the direction sought with a large enough effect; inconclusive = small, poorly fitted or top-dose-only effect, or another doubt; inactive = no such curve, though single readings can be large; an effect the other way counts as inactive or inconclusive. % is scaled to controls: 0 for no effect and ±100 for the full control effect; potency is read from the fitted curve at half-maximal effect. The list is partial. The share of hits here may be higher or lower than overall.

smiles	KAT2A inh	DT40 TDP1 CPT	FEN1 inhibitor
C/C(=N\NC(=S)NC1CCCCC1)c1ccc(C#N)cc1	-4%	u	-2%
CCCOc1cccc(C(=O)O)c1	-5%	-15%	-3%
CCc1ccc(NCc2cc3ccc(OC)cc3n(CC(=O)Nc3c(C)cc(C)cc3C)c2=O)cc1	2%	x	0%
Cc1ccc(C(=O)Nc2ncccc2C)cc1S(=O)(=O)N1CCCCC1	-2%	-5%	-1%
Cc1ccccc1C(=O)N1CC(=O)Nc2ccc(F)cc2C1c1ccccc1 (stereo not given)	-8%	20%	11%
Clc1ccc(Nc2nc(-c3ccccc3)c3cc(Cl)ccc3n2)cc1	-5%	5%	-2%
COc1ccc(CNC(=O)CSc2n[nH]c(C)c2[N+](=O)[O-])cc1	0%	4%	0%
CCc1cn([C@H]2C[C@H](O)[C@@H](CO)O2)c(=O)[nH]c1=O	-2%	u	8%
CCOC(=O)CSc1nc2c(c(=O)n(C)c(=O)n2C)n1Cc1ccccc1F	-4%	-17%	-4%
COc1cccc(CC(NC(C)=O)C(=O)NC2CCN(C(=O)C3CC3)CC2)c1OC (stereo not given)	-2%	-4%	0%
CCn1cc(C(=O)NCc2cccnc2)c(=O)c2cc(F)c(N3CCN(C(=O)c4ccco4)CC3)cc21	-1%	21µM*	5%
COc1cc(C(C)=O)ccc1OCC(=O)N1CCc2ccccc2C1	-3%	7%	3%
COc1ccc(OC)c(C2C(C(C)=O)=C(O)C(=O)N2CCc2ccc(OC)c(OC)c2)c1 (stereo not given)	0%	4%	2%
O=C(Nc1ccc2nc(-c3ccccn3)c(-c3ccccn3)nc2c1)N1CCCC1	x	u	-1%
Cc1csc(NC(C)c2nc3cc(C(F)(F)F)ccc3n2CCCO)n1 (stereo not given)	x	-18%	-6%
CCCn1cc2c(c1-c1ccc(C)cc1)c(=O)n(C)c(=O)n2C	-17%	u	2%
CC1CCN(C(=O)CN(c2ccc3c(c2)OCO3)S(C)(=O)=O)CC1	0%	-3%	-13%
CCC(=O)Nc1ccc(S(=O)(=O)N2CCc3ccccc3C2)cc1	-6%	u	-26%
COc1cc(NC(=S)N2c3ccccc3CC2C)cc(OC)c1 (stereo not given)	0%	18%	-2%
O=C1NC(CCc2ccccc2)C(=O)N1Cc1cccc2ccccc12 (stereo not given)	u	u	-24%
CC(C)c1cc(=O)oc2c3c4c(cc12)CCCN4CCC3	u	16µM*	-23%
COc1ccccc1CC(=O)NO	x	3%	-2%
Cc1cc(C)c(NC(=O)COC(=O)/C=C/c2cccs2)c(C)c1	0%	-18%	1%
CCOCCn1c(CN2CCN(c3ccccc3)CC2)nc2c1c(=O)n(C)c(=O)n2C	x	16µM*	-5%
COc1ccc(-c2cc(C(F)(F)F)nc(SCC(=O)Nc3ccc(C(C)=O)cc3)n2)cc1	1%	21µM*	-2%

Shown as labelled records: part of the list above
> COc1ccc(CNC(=O)CSc2n[nH]c(C)c2[N+](=O)[O-])cc1
  KAT2A inh: 0% | DT40 TDP1 CPT: 4% | FEN1 inhibitor: 0%
> CCc1ccc(NCc2cc3ccc(OC)cc3n(CC(=O)Nc3c(C)cc(C)cc3C)c2=O)cc1
  KAT2A inh: 2% | DT40 TDP1 CPT: x | FEN1 inhibitor: 0%

(continued)
smiles	KAT2A inh	DT40 TDP1 CPT	FEN1 inhibitor
COc1cc(NC(=O)Cn2nc(C(F)(F)F)c3c2CCCC3)c(OC)cc1Cl	-3%	21µM*	2%
Cc1ccc2nc(N3CCN(C)CC3)c(C#N)cc2c1	2%	-5%	13%
C=CCN(c1ccccc1)S(=O)(=O)c1cccc(C(=O)Nc2cccc(C)n2)c1	-11%	18µM*	-15%
COc1ccccc1C(=O)Nc1ccc(C(=O)/C=C/c2cccs2)cc1	-6%	u	11%
O=C(C[N+]1(CC#Cc2ccccc2)CCCCC1)c1ccccc1	-3%	16µM*	0%
COc1ccc2nc(NNC(=O)COc3ccccc3)sc2c1	-11%	-5%	-1%
Cc1ccc(NC(=O)Cn2cc(S(=O)(=O)c3ccccc3)c(=O)c3cc(F)ccc32)cc1	1%	-11%	17%
O=C(CS(=O)(=O)c1ccccc1)c1cc2ccccc2oc1=O	-9%	3%	u
CC1Sc2ccc(S(=O)(=O)N3CCC(C(=O)NCc4ccco4)CC3)cc2NC1=O (stereo not given)	-2%	u	-15%
CC1CN(C(=O)COc2coc(CN3CCc4ccccc4C3)cc2=O)CC(C)O1 (stereo not given)	2%	5%	5%
COc1cc(-c2nc(-c3ccc4c(c3)-c3ccccc3S4(=O)=O)c(-c3ccccc3)[nH]2)cc(OC)c1OC	1%	18µM*	2%
CCCCCCCN=C(C)c1ccccc1O	u	11%	5%
Nc1cc(Cl)ccc1Oc1ccc(Cl)cc1	-2%	-27%	-21%
O=C(COc1ccc([N+](=O)[O-])cc1)NCC1(N2CCOCC2)CCCCC1	-10%	-29%	-3%
COc1cccc(CN2C(=O)Nc3ccccc3C(=O)N2C(C)(C)C)c1	-3%	-7%	1%
CN(C(=O)CSc1nc(-c2ccccc2)cn1N)C(c1ccccc1)c1ccccc1	-3%	21µM*	-10%
CC(=O)Nc1ccc(S(=O)(=O)NCCOc2ccc(Cl)cc2C)cc1	-1%	23µM*	9%
CC(C)N(C)Cc1nnnn1CC(=O)NCCc1cccc(C(F)(F)F)c1	u	20%	7%
O=C(CNS(=O)(=O)c1c(Cl)cccc1Cl)OCC(=O)N1CCN(c2ccccc2)CC1	-4%	8%	2%
O=C(NCCn1cc(SCc2ccccc2)c2ccccc21)c1c(F)cccc1F	-13%	u	2%
c1ccc(Cn2nnnc2C(c2ccccn2)N2CCOCC2)cc1 (stereo not given)	2%	0%	-9%
CCN(CC(=O)Nc1ccccc1OC)CC(=O)Nc1ccccc1-c1ccccc1	0%	7.3µM*	4%
CCOc1ccccc1NC(=O)C1CCN(c2ccc(S(=O)(=O)N3CCCC3)cc2)CC1	-3%	u	-3%
COC(=O)c1cc2ccsc2n1Cc1cc(=O)n2ccccc2n1	u	u	-15%
O=S(=O)(c1ccc(Br)cc1)c1nc(-c2cccs2)oc1SCc1ccccc1F	-7%	u	11%

More records follow:
smiles	KAT2A inh	DT40 TDP1 CPT	FEN1 inhibitor
Nc1ccccc1Oc1ncc(C(F)(F)F)cc1Cl	u	-13%	8%
COc1ccccc1C1/C(=C(/O)c2cnn(-c3ccccc3)c2C)C(=O)C(=O)N1CCN(C)C (stereo not given)	x	-11%	20%
CC(=O)c1c(C)cc(C)c(CSc2nc(C)cc(=O)[nH]2)c1C	-6%	u	-9%
C[C@H]1COc2c(C3(N)CC3)c(F)cc3c(=O)c(C(=O)O)cn1c23	-8%&-3%	-10%	x
Cc1cccc(OCCNc2cc(N3CCN(CCO)CC3)ccc2[N+](=O)[O-])c1	-1%	u	-14%
COc1ccc(S(=O)(=O)N2CCN(C(=O)CCCN3C(=O)NC4(CCCC4)C3=O)CC2)cc1	-1%	1%	-6%
OCCC1CN(Cc2cccn2-c2nccs2)CCN1C1CCCCC1 (stereo not given)	-18%	-15%	20%
CCOC(=O)C1C(c2ccc(Cl)cc2)NC(=S)NC1(O)C(F)(F)F (stereo not given)	-7%	7%	-8%
Cc1ccc(-c2nnc(SCC(=O)Nc3nc4c(s3)CCCC4)n2C)cc1	0%	-12%	3%
CC(=O)N1c2ccc(S(=O)(=O)NCC3CCC(C(=O)N(C)Cc4ccccc4)CC3)cc2CC1C (stereo not given)	-13%	u	-2%
CCOC(=O)c1nnc2c(-c3ccc(Cl)cc3)c(C)nn2c1C	-2%	u	-7%
C=C(C)c1cccc(C(C)(C)NC(=O)NCC2COCCO2)c1 (stereo not given)	-2%	-8%	0%
COCCn1c(N)c(C#N)c2nc3ccccc3nc21	u	-27%	1%
CCCCOC(=O)c1ccc(OC(=O)N2CCOCC2)cc1	-3%	-17%	-5%
CCc1cc(=O)oc2cc(C)cc(OC(C)C(=O)NCCCn3ccnc3)c12 (stereo not given)	-9%	-2%	16%
c1ccc(-c2nnc(CN3CCN(C(c4ccccc4)c4ccccc4)CC3)o2)cc1	-13%	u	-3%
COC(=O)/C=c1/s/c(=C(/C#N)C(=O)NCc2ccccc2)n(-c2ccccc2)c1=O	0%	-11%	23%
COc1cc(OC)cc(C(=O)NC(=S)Nc2ccc3[nH]c(=O)[nH]c3c2)c1	-11%	17%	-13%
Cc1cc(CN(C)C(=O)c2cc(COc3ccc(C)c(C)c3)on2)on1	-8%	-21%	-11%
CC12CC3(C)CC(C)(C1)CC(C(=O)NCC(=O)O)(C2)C3	-2%	5%	4%
CCOC(=O)Cc1csc(N)n1	-24%	-3%	-3%
CN(Cc1nc(-c2cccnc2)no1)S(=O)(=O)c1ccc(Br)cc1	-18%	u	-9%
O=C(CN(Cc1ccccc1)C(=O)CCC(=O)Nc1ccccn1)NCCc1ccccc1	-5%	-26%	-6%
COc1ccc(-n2c(Cc3cccn3C)nnc2SCC(=O)NCC2CCCO2)cc1 (stereo not given)	-3%	-7%	2%
CCc1nnc(NC(=O)C(=O)c2cc(C)n(-c3ccccc3)c2C)s1	-1%	-5%	-3%

Quoted at random: 3 compounds from above, in no set order.
smiles	KAT2A inh	DT40 TDP1 CPT	FEN1 inhibitor
CCC(=O)Nc1ccc(S(=O)(=O)N2CCc3ccccc3C2)cc1	-6%	u	-26%
CCOC(=O)Cc1csc(N)n1	-24%	-3%	-3%
CCOC(=O)c1nnc2c(-c3ccc(Cl)cc3)c(C)nn2c1C	-2%	u	-7%

(listing goes on)
smiles	KAT2A inh	DT40 TDP1 CPT	FEN1 inhibitor
CC(C)c1ccc(S(=O)(=O)N2CCN(C(=O)CN3C(=O)c4ccccc4C3=O)CC2)cc1	2%	-10%	0%
Cc1cccc(OCC(=O)N2CCN(C(=O)c3ccco3)CC2)c1	0%	-5%	-9%
COc1cccc(CNC(=O)c2cc3c(=O)oc4ccc(C)cc4c3s2)c1	3%	u	-7%
COc1ccc(OCC(=O)N/N=C(\C)CC(=O)Nc2cccc([N+](=O)[O-])c2)cc1	-8%	-2%	13%
COc1ccc(C(=O)NC2CCN(CC(=O)N3CCCCC3)CC2)cc1	-9%	-24%	3%
CC(C)OC(=O)CSc1nc(Cc2cccs2)nc2ccccc12	-5%	-21%	2%
CCc1ccc(N2CC(C(=O)OCC(=O)NC3CC3)CC2=O)cc1 (stereo not given)	-1%	-11%	5%
CCCCOc1ccc(C(=O)N/C(=C\c2ccc([N+](=O)[O-])cc2)C(=O)OCc2ccco2)cc1	-5%	-9%	8%
O=C(Nc1cccc(C(F)(F)F)c1)C1CCCN1S(=O)(=O)c1cccc2cccnc12 (stereo not given)	-16%	23µM*	-7%
NS(=O)(=O)c1ccc(NC(=O)COC(=O)c2cnccn2)cc1	-16%	-29%	0%
COc1ncc2nc(-c3cn(C)c4ccccc34)c(=O)n(CCc3ccccc3)c2n1	-3%	10%	x
Cc1ccc(S(=O)(=O)Oc2ccc(/C=N/NC(=O)c3ccncc3)cc2)cc1	0%	-3%	6%
Cc1c(C)c2ccc(OCC(=O)NCc3ccccn3)cc2oc1=O	-7%	2%	-20%
CCOc1ccccc1N1CC(C(=O)Nc2cc(Cl)ccc2-n2cncn2)CC1=O (stereo not given)	-1%	-16%	3%
CCOc1ccccc1NC(=S)N(CCCN1CCOCC1)Cc1cn(C)c2ccccc12	4%	16µM*	-6%
CCOC(=O)c1c(C)[nH]c(C(=O)OCC(=O)N2c3ccccc3CC2C)c1C (stereo not given)	-8%	u	-17%
COc1ccccc1N/N=C/c1c(CO)cnc(C)c1O	-11%	-3%	-5%
Cc1ccc(NC(=O)C2(S(=O)(=O)c3ccc(C)cc3)CC2)cc1	-4%	-17%	-3%
CC(=O)c1cc(-c2ccccc2)n(CCC(=O)NC2CCCC2)c1C	1%	22%	13%
O=C(COC(=O)c1n[nH]c(=O)c2ccccc12)c1ccc(Cl)cc1	-5%	-14%	-3%
CCOC(=O)N1CCN(C(=O)CSc2ccc3nnc(CCNC(=O)c4ccc(OC)cc4)n3n2)CC1	-2%	-2%	5%
CCc1nn(CC(=O)NCCN2CCOCC2)c(=O)c2cc3c(OC)cccc3n12	-8%	1%	-3%
